Compound activity: PubChem, several laboratories
West Nile antiviral: West Nile virus antiviral activity, cell-based, CPE readout (AID 1621); West Nile virus-infected cells, CPE inhibition; higher % means a stronger effect; hit rate 0.02% among 290,000; CPE inhibition, % at 10 µM; hits with a dose series show IC50 in µM; in the data active means a potency from the dose series; inconclusive means CPE inhibition mostly from about 3.7% at the one dose, without a potency; inactive means the rest, 99 in 100 with CPE inhibition below about 2.2%; further: strong numbers were not always called active
SV40 large T antigen: SV40 large T antigen inhibitors, biochemical (AID 1903) | SV40 large T antigen ATPase/helicase inhibition assay; higher % means a stronger effect | inhibition, % at 20 µM, or IC50 in µM where a hit was titrated | hit rate 0.39% among 310,000; in the data active means a potency from the dose series; inconclusive means inhibition mostly from about 32% at the one dose, without a potency; inactive means the rest, 99 in 100 with inhibition below about 32%; further: strong numbers were not always called active
Rac1 GTP hydrolysis: MgcRacGAP GTPase-activating activity inhibitors, confirmation, biochemical, ADP Hunter fluorescence. Rac GTPase-activating protein 1 (Homo sapiens). MgcRacGAP-stimulated Rac1 GTP hydrolysis, ADP Hunter fluorescence; higher % means a stronger effect; GST-tagged Rac1 F28L mutant substrate. inhibition, % at 30 µM; hits with a dose series show IC50 in µM. hit rate 0.6% among 340,000. AID 624330, 2012;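 active means first-screen hits whose inhibition reached a set limit at any dose in the follow-up dose series; inconclusive means inhibition above the set first-screen limit but never retested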;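 further: fluorescence reports GDP produced by GAP-driven GTP hydrolysis; strong numbers were not always called active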
RSV CPE inhibition: RSV antiviral activity via CPE protection, HEp-2 cells, primary 10 µM value included (AID 2391). HEp-2 cells, RSV-induced CPE inhibition; higher % means a stronger effect. one-dose CPE inhibition, % at 10 µM; IC50 in µM for titrated hits. hit rate 0.13% among 310,000; in the data active means a potency from the dose series; inconclusive means CPE inhibition mostly from about 23% at the one dose, without a potency; inactive means the rest, 99 in 100 with CPE inhibition below about 21%; further: strong numbers were not always called active
K1F lysis inhibition: inhibition of K1F phage lysis, E. coli UTI89, bacterial capsule biogenesis inhibitors, alamar blue (AID 488966); E. coli UTI89 K1F phage lysis, alamar blue, 2 h; higher % means a stronger effect; one-dose inhibition, % at 100 µM; IC50 in µM for titrated hits; hit rate 0.02% among 340,000;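 active means phage lysis inhibition, versus mean bacterial control, above a set limit; inconclusive means no clear call, values can overlap the other calls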;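 further: capsule biogenesis inhibitors block K1F phage lysis so surviving cells raise fluorescence; higher fluorescence means more inhibition of phage lysis; actives were called in the ten point dose series up to 300 µM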
AID2073: inhibitors of Mint1-CaV2.2 protein interaction, biochemical, HTRF (AID 2073) | Voltage-dependent N-type calcium channel subunit alpha-1B (Homo sapiens) | hit rate 0.19% among 290,000 | HTRF protein-protein interaction, Mint1-CaV2.2; higher % means a stronger effect | inhibition, % at 20 µM; hits with a dose series show IC50 in µM; in the data active means inhibition mostly above about 51%, no sharp cut-off; inconclusive means no clear call, values can overlap the other calls; inactive means mostly below about 53%; further: some results filed as inactive read as strong as hits
NS5 inhibitors: Dengue-2 NS5 methyltransferase inhibitors, primary screen, biochemical, confirmation dose response (AID 588689). Dengue-2 NS5 methyltransferase capping enzyme assay, biochemical; higher % means a stronger effect. inhibition, % at 25 µM, or IC50 in µM where a hit was titrated. hit rate 0.3% among 340,000; in the data active means a potency from the dose series; inconclusive means inhibition above about 29% without an active follow-up result
Siah-1 displacement: Siah-1 peptide-binding antagonists, primary screen, biochemical, fluorescence polarization, rhodamine-plectin, uHTS (AID 1817); Siah-1 / rhodamine-plectin peptide fluorescence polarization; higher % means a stronger effect; one-dose displacement, % at 20 µM; IC50 in µM for titrated hits; E3 ubiquitin-protein ligase SIAH1 (Homo sapiens); hit rate 0.02% among 290,000;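 active means displacement of at least 50% at 20 µM, with a fluorescence ratio check between 0.3 and a set limit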;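 further: plate controls were Siah plus tracer with DMSO for no effect and tracer alone without Siah for full effect; strong numbers were not always called active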
NTR1 ag: agonists of NTR1, primary screen, imaging, U2OS cells, beta-arrestin-GFP, high content (AID 493036). NTR1-U2OS beta-arrestin-GFP spot imaging, agonist mode. activation, % at 20 µM. hit rate 0.17% among 330,000;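 active means activation at or above 40% of the spot to cytoplasm intensity ratio, with at least 20 cells analyzed; inconclusive means wells under 20 cells, flagged as cytotoxic or low count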;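 further: 0% = DMSO without peptide and 100% = 100 nM NTR1 peptide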
Target sequence (P30989 whole entry, looked up): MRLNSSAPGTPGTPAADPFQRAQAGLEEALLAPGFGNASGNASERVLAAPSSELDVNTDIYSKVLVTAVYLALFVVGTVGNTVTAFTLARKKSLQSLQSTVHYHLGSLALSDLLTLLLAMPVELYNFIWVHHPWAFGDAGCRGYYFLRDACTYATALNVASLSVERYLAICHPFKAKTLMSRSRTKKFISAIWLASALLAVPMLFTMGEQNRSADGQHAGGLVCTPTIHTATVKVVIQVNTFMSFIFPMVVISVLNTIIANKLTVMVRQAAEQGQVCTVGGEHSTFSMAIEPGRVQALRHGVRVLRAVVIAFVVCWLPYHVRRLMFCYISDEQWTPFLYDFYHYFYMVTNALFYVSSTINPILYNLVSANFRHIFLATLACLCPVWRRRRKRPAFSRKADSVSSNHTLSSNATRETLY
NTR1 ag cell count 20 µM: second read-out of NTR1 ag, no call of its own (marks repeat the call); cell count; measured here: cell count, cytotoxicity flag
NS5 inhibitors pilot replicate: second read-out of NS5 inhibitors, no call of its own (marks repeat the call); inhibition, %; measured here: pilot screen replicate inhibition
* = called active by the depositor; ? = inconclusive; . = no result given; [ ] = remark or other dose.

SMILES	West Nile antiviral	SV40 large T antigen	Rac1 GTP hydrolysis	RSV CPE inhibition	K1F lysis inhibition	AID2073	NS5 inhibitors	Siah-1 displacement	NTR1 ag	NTR1 ag cell count 20 µM	others
CC(C)c1ccc(/C=N/NC(=O)CC(=O)NC2CCCCC2)cc1	-0.6%	.	6.5%	-0.5%	0.4%	6.3%	-9.6%	1.3%	-1.0	45
CCn1c(N2CCN(C(=S)NC)CC2)nc2ccccc21	-0.3%	-11.8%	0.6%	-1.4%	6.9%	-26.4%	-2.1%	-8.4%	-0.7	58
CC(=O)Nc1cc2c(ccc3ccccc32)oc1=O	-0.1%	9.9%	.	10.0%	.	42.0%	.	18.1%	-0.1	46
COc1ccc(S(=O)(=O)N2CCCC2CNC(=O)C(=O)NC2CC2)cc1 (stereo not drawn)	.	10.3%	7.4%	1.2%	1.2%[50 µM]	.	-2.2%	.	0.1	70
CC(C)(C)NC(=O)Cn1c(Cl)nc2ccccc21	1.3%	16.0%	5.9%	5.9%	1.9%	7.5%	1.5%	1.9%	1.2	37
CCOC(=O)c1c(C)c(C(=O)NC(C)COC)c(C)n1C (stereo not drawn)	0.8%	10.9%	2.4%	0.7%	2.9%	0.0%	-1.4%	4.0%	-0.3	86
CN1c2ccccc2C2(C)CCCC3=Cc4cc([N+](=O)[O-])cc([N+](=O)[O-])c4OC312 (stereo not drawn)	-0.4%	4.9%	-8.1%	6.5%	0.1%	1.0%	-2.9%	4.0%	2.1	56
CN(C)c1cc(-c2ccc(Cl)cc2Cl)oc(=O)c1Cl	-1.1%	7.9%	10.0%	.	1.1%	6.7%	-10.1%	-5.3%	1.6	45
Cc1nc2ncnn2c(C)c1CCC(=O)Nc1csc(N)n1	-0.2%	19.2%	3.8%	0.2%	0.8%	-4.5%	-7.5%	8.6%	-1.9	77	NS5 inhibitors pilot replicate=-2.0
CCOc1ccc(C2CC(=O)NC(SC)=C2C#N)cc1 (stereo not drawn)	-0.2%	2.0%	1.5%	2.2%	0.3%	-3.3%	-6.3%	0.1%	-2.7	45
CCSc1nc(C)c(C(C)=O)cc1C#N	0.0%	4.9%	9.2%	2.0%	1.6%	-2.0%	-10.4%	-0.1%	-0.1	29
C=CCOC(=O)C1=C(C)NC(SCC(N)=O)=C(C#N)C1c1ccc(C)cc1 (stereo not drawn)	-0.3%	9.0%	-0.8%	8.7%	1.5%	4.9%	-3.9%	4.0%	1.1	53
Cc1onc(-c2ccccc2Cl)c1C(=O)N1CCN(c2ncccn2)CC1	-0.2%	23.9%	0.2%	2.5%	0.3%	6.4%	1.6%	-2.8%	-1.1	43
COCCNc1nc2ccccc2n2cnnc12	-0.2%	22.5%	5.8%	-1.5%	0.3%	-0.1%	-9.3%	4.7%	0.6	48
COc1ccc(-n2nc3c(c2NC(=O)c2c(-c4ccccc4Cl)noc2C)CS(=O)(=O)C3)cc1	.	10.1%	5.8%	.	-1.5%	3.0%	-8.0%	2.0%	2.8	77
O=C(C/C=N\OCc1ccc([N+](=O)[O-])cc1)Nc1ccc(Cl)cc1	-0.4%	4.3%	6.9%	-0.7%	-1.2%	18.5%	5.5%	-4.6%	-0.7	40
Cc1ccccc1C(=O)N/N=C/c1ccsc1C	0.3%	-1.7%	5.1%	2.4%	1.6%[50 µM]	2.9%	-4.6%	-6.4%	1.0	74
COc1ccc(NS(=O)(=O)c2ccc(C)c(C(=O)OC(C)C(=O)N3CCOCC3)c2)cc1 (stereo not drawn)	.	11.8%	10.8%	3.2%	0.5%[50 µM]	.	-7.9%	.	0.1	56
Cc1c(C(=O)O)nnn1-c1nonc1N	-0.4%	4.5%	1.5%	1.4%	-0.3%	1.1%	-1.5%	8.2%	-0.4	63
CN(C1CCS(=O)(=O)C1)S(=O)(=O)c1cccs1 (stereo not drawn)	.	4.7%	5.5%	-1.9%	-1.4%	.	-5.2%	.	1.4	67
CN(CC(=O)Nc1ccc(F)cc1)C(=O)c1cc(-c2cccs2)nn1-c1ccccc1	.	.	2.4%	.	-0.3%[50 µM]	.	-6.6%	.	5.0	44
COc1nn(C(C)C(=O)N2N=C(C(F)F)CC2(O)C(F)F)cc1[N+](=O)[O-] (stereo not drawn)	-0.9%	22.9%	7.6%	1.4%	0.3%	5.0%	-8.8%	1.0%	0.1	87	NS5 inhibitors pilot replicate=-4.6
NS(=O)(=O)c1ccc(CCNC(=O)COC(=O)CN2C(=O)C3CCCCC3C2=O)cc1 (stereo not drawn)	-0.2%	5.6%	0.4%	1.7%	0.2%	-1.2%	-0.8%	4.6%	0.8	68
Cc1cccc(/C=N/Nc2cc(N3CCOCC3)nc(N3CCOCC3)n2)c1	0.8%	-10.3%	-20.8%	38.6%	-0.3%	-8.4%	9.9%	17.6%	4.9	66
O=C(Cn1nc(C(=O)O)c2ccccc2c1=O)NCC1CCCO1 (stereo not drawn)	0.3%	3.1%	11.4%	1.1%	0.2%	1.3%	-5.4%	-3.4%	-0.3	30
COc1ccc(C2=NS(=O)(=O)N(C)C(C(=O)NC(C)c3ccccc3)=C2)cc1 (stereo not drawn)	-0.9%	1.0%	10.3%	3.6%	0.7%	8.1%	-0.7%	12.8%	-0.7	75
COc1ccc(CN2C(=O)CS(=O)CC2=O)cc1OC	-0.4%	2.7%	-0.6%	-0.1%	-0.3%	-16.6%	-1.6%	0.7%	0.6	80
Clc1ccc(/C=N/c2c(-c3ccco3)nc3ccccn23)cc1	0.1%	16.9%	8.5%	3.8%	1.3%	30.2%	20.3%	6.8%	1.7	44
CCNC(=S)NNC(=O)c1csc2ccccc12	0.1%	19.4%	7.5%	-3.2%	0.9%	-42.9%	-4.8%	0.9%	0.0	52
COC(=O)c1ccc(C)c(NC(=O)CCn2[nH]c(=O)ccc2=O)c1	.	.	-5.8%	.	0.1%	.	0.8%	.	5.2	56
CC(=O)N1CCN(S(=O)(=O)c2cccc(C(=O)OCC(=O)N3CC(=O)Nc4ccccc43)c2)CC1	0.8%	3.1%	6.3%	-0.2%	0.0%	7.0%	-11.1%	4.4%	1.1	34
COCCCNC(=S)N1CCCC(c2nc3cc(C)c(C)cc3[nH]2)C1 (stereo not drawn)	-0.4%	15.7%	-1.8%	3.7%	0.0%	-16.2%	-0.8%	1.1%	0.4	34
CC(C)c1ccc(CCNC(=O)c2ccc([N+](=O)[O-])cc2)cc1	-1.3%	0.0%	1.6%	7.7%	0.0%	0.8%	-0.9%	-4.7%	0.9	95
Cc1noc(/C=C/c2ccco2)c1S(=O)(=O)N1CCC(C(=O)N(C)Cc2ccccc2)CC1	0.9%	18.0%	9.3%	?	-0.1%	24.8%	-6.8%	-1.7%	-0.6	80
Cc1cc2c(c(=O)n1CC1CCCO1)C(c1ccc3c(c1)OCO3)C(C#N)=C(N)O2 (stereo not drawn)	0.1%	9.5%	5.4%	-0.2%	1.4%	44.9%	-2.1%	6.2%	0.7	44
Clc1ccc(OCCCn2cncn2)cc1Cl	.	6.8%	17.4%	5.5%	6.2%	5.7%	5.0%	2.0%	-1.4	74
CN(c1ccccc1C(=O)Nc1ccc(CC#N)cc1)S(=O)(=O)c1ccccc1	-0.8%	6.9%	12.5%	2.8%	0.3%	8.9%	0.6%	1.5%	0.3	54
CC1CCN(S(=O)(=O)c2ccc(C(=O)NCc3ccc4c(c3)OCO4)cc2)CC1	1.5%	16.3%	6.4%	-0.4%	3.1%	4.1%	8.0%	0.6%	0.1	77
Cc1cccc(C(=O)Nc2ccc(C(=O)/C=C/c3cccs3)cc2)c1	0.1%	5.7%	-3.4%	12.5%	-0.2%	-6.4%	-4.8%	-2.7%	-0.5	92
COc1ccc(CN2CCC(=O)N([C@H](CO)c3ccccc3)CC2)cc1	-0.6%	5.2%	4.1%	0.8%	0.4%	-4.4%	-4.8%	6.6%	-1.0	67
CC(N=Cc1ccccc1O)c1ccccc1 (stereo not drawn)	0.6%	5.7%	0.5%	1.7%	0.2%	-4.5%	-6.5%	-1.5%	-0.5	67
O=C(CC1NC(=O)NC1=O)NC1(C(=O)NC2CCCCC2)CCCCC1 (stereo not drawn)	0.7%	-2.1%	7.7%	2.5%	11.0%	14.0%	-2.4%	-1.7%	-0.9	10
Fc1ccccc1-c1csc(=Nc2cccnc2)n1CCCn1ccnc1	-1.1%	13.5%	5.9%	8.6%	6.9%	-8.7%	-5.9%	4.6%	-1.0	50
Cc1ccccc1-n1nc2c(c1NC(=O)c1ccc(S(=O)(=O)N(C)C)cc1)CSC2	-0.5%	3.5%	6.4%	-0.8%	1.0%	26.6%	1.7%	0.2%	1.0	59
CCOC(=O)N1CCN(C(=O)Cc2ccccc2OC)CC1	-0.1%	7.0%	5.2%	1.0%	0.1%	-10.9%	2.9%	1.4%	1.0	54
CC(=O)Nc1cccc(/C(C)=N/NC(=O)c2ccc(CN3CCOCC3)cc2)c1	0.4%	-1.1%	-5.8%	-0.6%	3.6%	-1.2%	0.0%	-2.1%	1.3	56
Cc1ccc(S(=O)(=O)NNC(=O)C2CC=CCC2C(=O)O)cc1 (stereo not drawn)	0.2%	23.6%	8.2%	-1.9%	0.4%	4.4%	2.2%	-3.4%	-1.0	39
COC(=O)C1=C(C)N(Cc2ccccc2)C(=O)N[C@H]1CCc1ccccc1	-0.4%	12.5%	9.0%	0.2%	-0.1%	.	3.9%	.	3.0	84
C=CCn1c(C(C)NC(=O)c2ccccc2C)n[nH]c1=S (stereo not drawn)	-0.5%	-29.9%	6.7%	1.2%	0.9%[50 µM]	-24.3%	-8.6%	-10.0%	-0.6	41
Cc1ccc(NS(=O)(=O)c2ccc(CCC(=O)NCCCOC(C)C)cc2)cc1	-0.8%	5.5%	-3.8%	0.9%	1.1%[50 µM]	48.6%	-1.3%	7.0%	3.3	61
O=C1N(Cc2cccnc2)C[C@@H]2C[C@@H](c3ccc4nsnc4c3)N3CCC[C@@]123	-0.5%	7.7%	3.4%	2.2%	0.0%	1.6%	0.9%	2.9%	2.1	75
Fc1ccc(NC(=S)N2CCCC2)cc1	0.1%	.	13.8%	-0.7%	-0.1%	.	2.1%	.	0.0	27
C=CCN(Cc1nc(-c2ccc(OC)cc2)no1)C(=O)c1ccc2c(c1)OCO2	-0.9%	20.9%	3.0%	?	0.1%	5.5%	-13.4%	7.3%	-2.6	35
CCN1C(=O)[C@H]2[C@@H](c3ccc(-c4ccc(F)cc4)c(OC)c3)N3CCCC[C@@]3(C(=O)OC)[C@H]2C1=O	.	.	0.6%	.	0.4%	.	-7.5%	.	4.3	63

This is a random part of the collection; 1.6% or so of the library scored in one or more.
